sgs1 mgt1 – NCI yeast anticancer drug screen, S. cerevisiae sgs1 mgt1 strain | growth inhibition, % at 50 µM | actives 10% (n = 78,000);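 also: 0% = growth of vehicle-only cultures of the same strain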
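Read-out: growth inhibition vs vehicle controls. Cells: mutant yeast strain deficient in DNA damage repair.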
yeast cln2 rad14 – NCI yeast anticancer drug screen, S. cerevisiae cln2 rad14 strain; actives 8.3% (n = 78,000); % growth inhibition at 50 µM; AID 165;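 also: 0% = growth of vehicle-only cultures of the same strain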
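Growth of compound-exposed yeast (cln2 rad14 genotype) measured and expressed as inhibition relative to vehicle.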
bub3 – NCI yeast anticancer drug screen, S. cerevisiae bub3 mutant strain; growth inhibition, % at 50 µM; actives 9.9% (n = 78,000); AID 167;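 also: 0% = growth of vehicle-only cultures of the same strain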
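Screening used yeast with an engineered genetic alteration affecting cell cycle control. Compound-exposed cultures were compared with vehicle cultures, and reduced growth was taken as inhibition.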
mlh1 rad18 – NCI yeast anticancer drug screen, S. cerevisiae mlh1 rad18 strain. AID 175. % growth inhibition at 50 µM. actives 11% (n = 79,000);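 also: 0% = growth of vehicle-only cultures of the same strain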
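A repair-deficient yeast strain is exposed to test compound, and growth is scored relative to vehicle-treated controls.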
yeast mec2-1 – NCI yeast anticancer drug screen, S. cerevisiae mec2-1 strain | growth inhibition, % at 50 µM | actives 9% (n = 79,000);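 also: 0% = growth of vehicle-only cultures of the same strain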
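Test agents were screened against the mec2-1 yeast strain, with defined DNA repair or cell cycle alteration. Growth was scored as inhibition against vehicle-only controls.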
yeast rad50 – NCI yeast anticancer drug screen, S. cerevisiae rad50 strain; actives 10% (n = 79,000); % growth inhibition at 50 µM; AID 155;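 also: 0% = growth of vehicle-only cultures of the same strain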
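Genetically altered yeast (DNA repair pathway); compound treatment; growth inhibition vs vehicle ctrl.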
Starred values were filed as active, the others as inactive; nt = not tested or not shown. Rule as the data show it: active = growth inhibition above about 70%; inactive = the rest.

entry	SMILES	bub3	mlh1 rad18	yeast cln2 rad14	yeast mec2-1	sgs1 mgt1	yeast rad50
1	O=c1oc2ccc3ccccc3c2cc1-c1nc2ccccc2[nH]1	13	8	25	14	27	26
2	Cc1[nH]c(=O)[nH]c(=O)c1CCS	-20	-13	37	1	5	-12
3	Cc1cc2nc3[nH]c(=O)[nH]c(=O)c3nc2cc1C	30	28	22	9	33	25
4	C=CS(=O)(=O)c1ccc(Nc2cc(S(=O)(=O)O)c(N)c3c2C(=O)c2ccccc2C3=O)cc1	-19	-36	3	-31	-4	-20
5	O=C1OC(Cc2ncccc2C(=O)O)c2ccccc21 (stereo not given)	4	22	4	9	5	4
6	COC(=O)C(=O)C(C(=O)c1cccc2ccccc12)c1nc2n(c1O)C(=N)N=N2 (stereo not given)	-3	1	-5	4	12	18
7	COc1cc(/C=C(\C#N)c2ccccc2)cc(OC)c1	17	-29	-10	-14	-10	44
8	C=C(Cl)CNC(=O)c1ccc([N+](=O)[O-])cc1	27	-11	-11	13	-5	26
9	Nc1nc2ccc(COc3ccc(C(=O)NC(CCC(=O)O)C(=O)O)cc3)cc2c(=O)[nH]1 (stereo not given)	-6	21	24	2	30	41
10	O=C(Nc1ccc(Cl)cc1)NS(=O)(=O)c1coc2ccccc2c1=O	12	23	19	7	-6	10
11	NCCSC1(O)C(=O)c2ccccc2C1=O	48	75*	59	66	56	94*
12	CN(C=O)/C=C1\CC(O)NC1=O (stereo not given)	11	28	-4	7	-1	14
13	Cc1cccc(-c2cccc(C)n2)n1	-14	51	44	8	6	58
14	CC(Sc1ccccn1)C(=O)c1ccccc1 (stereo not given)	-9	1	-53	-7	-4	-2
15	COC(=O)/C(=C/c1ccc(OC)cc1)C(C(=O)O)=C1CCCCC1	2	-9	10	10	7	20
16	NC(Cc1cc(I)c(Oc2ccc(O)c(I)c2)c(I)c1)C(=O)O (stereo not given)	-30	33	-28	-1	-10	-5
17	Cc1cc(CN(Cc2ccccc2)Cc2nc3ccccc3[nH]2)c(O)c(CN(Cc2nc3ccccc3[nH]2)Cc2nc3ccccc3[nH]2)c1	28	93*	67	72*	94*	73*
18	CN(C)C(=O)Nc1ccc(Cl)c(Cl)c1	2	29	-2	-4	10	29
19	CC(C)(C)OC(=O)N1N=NC2C1C1CC(OCc3ccccc3)(OCc3ccccc3)C2O1 (stereo not given)	15	-6	29	-14	5	-23
20	COc1cc(/C=C2/Oc3c(OC)cccc3C2=O)ccc1O	36	6	-22	0	-2	-2

Among those listed so far, these have sulfur:
entry	SMILES	bub3	mlh1 rad18	yeast cln2 rad14	yeast mec2-1	sgs1 mgt1	yeast rad50
2	Cc1[nH]c(=O)[nH]c(=O)c1CCS	-20	-13	37	1	5	-12
4	C=CS(=O)(=O)c1ccc(Nc2cc(S(=O)(=O)O)c(N)c3c2C(=O)c2ccccc2C3=O)cc1	-19	-36	3	-31	-4	-20
10	O=C(Nc1ccc(Cl)cc1)NS(=O)(=O)c1coc2ccccc2c1=O	12	23	19	7	-6	10
11	NCCSC1(O)C(=O)c2ccccc2C1=O	48	75*	59	66	56	94*
14	CC(Sc1ccccn1)C(=O)c1ccccc1 (stereo not given)	-9	1	-53	-7	-4	-2

The list continues.
entry	SMILES	bub3	mlh1 rad18	yeast cln2 rad14	yeast mec2-1	sgs1 mgt1	yeast rad50
21	Cc1csc[n+]1C/C(=N/O)c1ccc(I)cc1	3	17	4	-4	15	36
22	Cc1csc(NC(=O)C2C3CCC(O3)C2C(=O)O)n1 (stereo not given)	-5	-13	10	-11	-6	22
23	CCC(=O)C12OC3OC(C)(C)OC3C1OC(C)(C)O2 (stereo not given)	-2	5	25	1	-15	0
24	O=C1OC(c2ccc(Cl)cc2)=N/C1=C\c1ccccc1	nt	-7	nt	-6	nt	-5
25	COC(=O)CCC(NC(=S)N/N=C(\C)c1cccs1)C(=O)OC (stereo not given)	7	0	0	-10	17	14
26	CCOC(=O)NC(=O)c1cn(CCSCCOC(=O)NCCCCCCNC(=O)OCCSCCn2cc(C(=O)NC(=O)OCC)c(=O)n(C)c2=O)c(=O)n(C)c1=O	0	-18	8	-11	-30	-26
27	N#Cc1nc(NC(=O)c2ccccc2)sc1N	4	-10	11	-30	-28	-6
28	O=C(NSN1CCOCC1)c1ccccc1	2	38	-46	26	30	39
29	O=C(Cc1nc2ccccc2o1)C(=O)Nc1cccc(Cl)c1	4	19	-42	1	-2	-4
30	COc1cc(C(=O)O)cc(OC(C)=O)c1OC	3	21	9	4	8	17
31	O=C(O)C1CCCCC1C(=O)Nc1nc2ccccc2[nH]1 (stereo not given)	-58	-11	-17	-17	-13	-19
32	CC1(C)Oc2ccc3c(=O)c(-c4ccccc4)c(-c4ccccc4)oc3c2C1C(=O)O (stereo not given)	0	11	13	-1	-18	12
33	N#CC(=C1C=CC(=NO)C=C1)c1ccccc1	99*	99*	99*	100*	99*	99*
34	C/C(=C\c1ccccc1)C(O)S(=O)(=O)O (stereo not given)	-12	-5	12	0	-3	4
35	COc1cccc2c1C(=O)c1c(O)c3c(c(O)c1C2=O)C[C@@](O)(/C(C)=N/NC(N)=S)C[C@@H]3OC1CC(N)C(O)C(C)O1 (stereo not given in full)	95*	96*	83*	95*	96*	96*
36	CCOC(=O)C(C#N)=C1CCCC1	4	-2	-29	-8	1	3
37	Oc1ccccc1C=Nc1ccccc1N=Cc1ccccc1O.[Zn]	-4	13	26	4	-3	6
38	CCCCCCCCCCCCCCCCCCCCCCCCC(=O)O	-34	-26	4	-23	-11	-19
39	CCCCC(CC)COCC1CO1 (stereo not given)	16	-4	10	-25	23	-19
40	C=C(C)c1nc(C#N)c(N)o1	-38	-33	4	6	-13	33
41	CCCCCCOc1ccc(OCCCC[N+]2(CC)CCCCC2)cc1	91*	91*	46	88*	74*	76*
42	CCOC(=S)SSSC(=S)OCC	50	27	-3	19	41	30
43	O=C(O)CCCCCCCCCCOc1ccccc1	-6	-16	4	-17	-2	-9
44	CCOC(=O)/C=C/c1cccc(F)c1	12	10	12	-5	8	19
45	O=C(Nc1ccsn1)c1ccc(Cl)cc1Cl	20	3	6	5	20	9
46	O=Cc1cc([N+](=O)[O-])ccc1O.[Eu]	86*	86*	83*	86*	91*	81*
47	CC1CCCCN1C(CC(=O)c1ccccc1)C(=O)c1ccccc1 (stereo not given)	18	39	17	24	9	21
48	COC(=O)c1ccccc1NC(=O)c1c(-c2ccccc2Cl)noc1C	77*	55	47	68	89*	72*
49	CC(C)(C)c1ccc(C(=O)C[n+]2ccncc2)cc1	4	6	17	1	21	7
50	CCOP(=O)(OCC)C(Cc1ccccc1)N=C(c1ccccc1)c1ccccc1 (stereo not given)	99*	99*	98*	70*	99*	99*
51	Cc1ccc(NCCO)cc1	41	28	-11	4	9	16
52	CCOC(=O)CC(=O)Nc1cc(C)cc(C)n1	25	6	33	14	10	2
53	Fc1ccc2nncc(/C=C/c3ccccc3F)c2c1	11	-4	-5	8	8	11
54	O=C(NCCCN(CCCCN(CCCNC(=O)C(F)(F)F)Cc1ccc2ccccc2c1)Cc1ccc2ccccc2c1)C(F)(F)F	87*	92*	88*	87*	89*	83*
55	C[C@H]1CN[C@@H]2[C@@H](C)[C@H]3[C@@H](C[C@H]4[C@@H]5CC[C@H]6C[C@@H](N)CC[C@]6(C)[C@H]5CC[C@]34C)O[C@@]2(O)C1	19	-41	10	-9	0	26
56	COC(=O)/C=C\C(=O)OC	-10	15	-6	7	-15	16
57	CCCCC(CCc1ccccc1)(C(=O)O)c1ccccc1 (stereo not given)	99*	99*	99*	100*	100*	99*
58	COC(=O)c1ccc(C(=O)OC)c2nn3c(N)nnc3nc12	9	3	-12	15	8	9
59	CCOc1ccncc1[N+](=O)[O-]	10	5	-7	13	3	6
60	COC(=O)c1ccc(N(C)CCC(=O)CN)cc1	18	5	-5	-6	3	-8

Random excerpt: 2 entries already listed
entry	SMILES	bub3	mlh1 rad18	yeast cln2 rad14	yeast mec2-1	sgs1 mgt1	yeast rad50
26	CCOC(=O)NC(=O)c1cn(CCSCCOC(=O)NCCCCCCNC(=O)OCCSCCn2cc(C(=O)NC(=O)OCC)c(=O)n(C)c2=O)c(=O)n(C)c1=O	0	-18	8	-11	-30	-26
43	O=C(O)CCCCCCCCCCOc1ccccc1	-6	-16	4	-17	-2	-9

Part of the list above with just yeast cln2 rad14 and yeast mec2-1:
item	structure	yeast cln2 rad14	yeast mec2-1
51	Cc1ccc(NCCO)cc1	-11	4
52	CCOC(=O)CC(=O)Nc1cc(C)cc(C)n1	33	14
53	Fc1ccc2nncc(/C=C/c3ccccc3F)c2c1	-5	8
54	O=C(NCCCN(CCCCN(CCCNC(=O)C(F)(F)F)Cc1ccc2ccccc2c1)Cc1ccc2ccccc2c1)C(F)(F)F	88*	87*
55	C[C@H]1CN[C@@H]2[C@@H](C)[C@H]3[C@@H](C[C@H]4[C@@H]5CC[C@H]6C[C@@H](N)CC[C@]6(C)[C@H]5CC[C@]34C)O[C@@]2(O)C1	10	-9
56	COC(=O)/C=C\C(=O)OC	-6	7

Further compounds:
entry	SMILES	bub3	mlh1 rad18	yeast cln2 rad14	yeast mec2-1	sgs1 mgt1	yeast rad50
61	COc1ccccc1NC(=O)NC1CCCCC1	6	-15	-88	-5	-8	-3
62	COc1ccc(C(Cc2cc(OC)c(OC)cc2Br)NC=O)cc1OC (stereo not given)	5	31	-3	7	-8	0
63	O=C(/C=C/c1ccc(O)c(O)c1)c1ccc(O)cc1O	-41	-39	4	-28	-24	-26
64	CC(C)=CCC/C(C)=C/CN	9	6	-18	-3	20	9
65	NC(=O)NC(O)C(Br)(Br)Br (stereo not given)	-9	2	-39	-12	9	19
66	NCCC1=CCCCC1	65	90*	36	90*	88*	88*
67	ClC1=C(Cl)C2c3ccccc3C1c1ccccc12	48	96*	65	76*	96*	94*
68	COc1ccc(NC(=O)CC(=O)n2nc(C)c(N=Nc3ccccc3C(=O)O)c2C)cc1	-1	15	-43	11	-6	9
69	COCCCNC(=O)NS(=O)(=O)c1ccc(C)cc1	nt	11	nt	-43	nt	-1
70	O=c1[nH][nH]c2cc([N+](=O)[O-])ccc12	-4	8	-8	-37	-26	-6
71	C[N+](C)([O-])CCCNc1ccnc2cccc([N+](=O)[O-])c12	10	-21	8	7	29	24
72	O=c1ccc(N=Nc2ccccc2)ccc1O	98*	99*	98*	99*	99*	99*
73	O=C(Nc1cc2c(cc1[N+](=O)[O-])-c1c(F)cccc1C2)C(F)(F)F	5	2	-14	1	8	10
74	CC(C)(N)C(=O)O	-12	-7	-11	24	25	1
75	Cc1ccc(NC(=O)C(=O)C2NC(=S)NC2=O)c([N+](=O)[O-])c1 (stereo not given)	6	9	20	3	18	8
